# Source: PubChem BioAssay (several laboratories)
# PMK inhibit = S. pneumoniae PMK inhibition; inhibition, % at 10 µM; purified PMK, PK/LDH-coupled NADH absorbance 340 nm; actives 0.49% (n = 65,000);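 active = top-ranked compounds by inhibition in the single 10 µM screen, taking a fixed number of the strongest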;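 also: 0% = full reaction with DMSO carrier and 100% = background rate without enzyme reaction; no value below 0 was filed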
# TNAP inhibition = inhibition of tissue-nonspecific alkaline phosphatase – biochemical, luminescent (AID 518); purified TNAP enzyme, luminescent substrate readout; higher % means a stronger effect; inhibition, % at 20 µM; hits with a dose series show IC50 in µM; actives 0.09% (n = 64,000); in the data active = a potency from the dose series; inactive = the rest, 99 in 100 with inhibition below about 22%;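 also: plate controls were vehicle for no effect and reference inhibitor for full effect; many of its hits are not listed in these tables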
# HT1080 cytotoxicity = HT1080 cell viability loss – fluorescence readout (AID 620); one-dose cytotoxicity, % at 10 µM; EC50 in µM for titrated hits; actives 0.42% (n = 87,000); HT1080 viability, fluorescence; higher % means a stronger effect;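 also: cells exposed to compound overnight then 4 h with Alamar Blue; 0% = vehicle DMSO and 100% = killing control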
# LYP phosphatase = LYP phosphatase inhibitors, primary screen, biochemical, DiFMUP fluorescence, recombinant catalytic domain, 10 µM (AID 606). 52,000 tested, under 10 active. inhibition, % at 10 µM, or IC50 in µM where a hit was titrated. recombinant LYP catalytic domain, DiFMUP fluorescence; higher % means a stronger effect;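 active = IC50 under 40 µM in the dose-response test; inactive = IC50 of 40 µM or more, or never dose-tested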
# KRASV12 cytotoxicity = cytotoxicity in KRAS-transformed pancreatic duct cells, primary screen, cell-based, fluorescence, HTS (AID 431); cytotoxicity, % at 10 µM, or EC50 in µM where a hit was titrated; HPDE-C7K KRASV12 cells, Alamar Blue viability, 48 h; higher % means a stronger effect; actives 1.7% (n = 63,000);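 active = compounds whose percent cytotoxicity in the single-dose primary screen, scaled between solvent and toxic-drug controls, exceeds 50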;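 also: 0% = DMSO solvent wells and 100% = doxorubicin-treated wells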
# DPM-DC inhibit = inhibitors of Streptococcus pneumoniae diphosphomevalonate decarboxylase; actives 0.49% (n = 65,000); calls only at 10 µM; AID 556; purified DPM-DC, PK/LDH coupled NADH fluorescence;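 active = the 320 compounds with the highest percent inhibition in the single-dose primary screen, excluding strongly autofluorescent ones, cut at about 32% in these data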;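 also: kinetic rate of NADH fluorescence loss reporting ADP formed by the decarboxylase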
# Spn MK inh = blocks S. pneumoniae mevalonate kinase; purified MK, PK/LDH-coupled NADH absorbance 340 nm; inhibition, % at 10 µM; actives 0.48% (n = 65,000); AID 555;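 active = ranked among the strongest by inhibition in the single 10 µM screen, a fixed top-ranked set picked for dose follow-up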; also: no value below 0 was filed
# Bfl-1 inhibitors = displacement of Bid BH3 peptide from Bfl-1 – biochemical, fluorescence polarization, FITC-Bid, mouse, primary screen (AID 432). FITC-Bid BH3 peptide fluorescence polarization displacement; higher % means a stronger effect. displacement, % at 20 µM, or IC50 in µM where a hit was titrated. actives 0.02% (n = 64,000); in the data active = a potency from the dose series; inactive = the rest, 99 in 100 with displacement below about 15%; also: strong numbers were not always called active
# HPDE-C7 cytotoxicity = HPDE-C7 pancreatic duct cell viability loss – fluorescence, HTS (AID 430); cytotoxicity, % at 10 µM, or EC50 in µM where a hit was titrated; actives 1.8% (n = 63,000); HPDE-C7 pancreatic duct cells viability, fluorescence; higher % means a stronger effect;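 also: cells exposed to compound for 48 hours before viability readout; 0% = vehicle and 100% = reference cytotoxic drug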
# PMK inhibit pilot replicates = further read-out of PMK inhibit, marked with its call; inhibition, %; measured here: pilot screen replicates
# Spn MK inh pilot replicates = second read-out of Spn MK inh, no call of its own (marks repeat the call); inhibition, %; measured here: pilot screen replicates
# DPM-DC inhibit pilot screen % = second read-out of DPM-DC inhibit, no call of its own (marks repeat the call); inhibition, %; measured here: pilot screen trials
# Active calls of the source: *; i = inactive; nt = not tested or not shown. Rule as the data show it, unless noted: active = cytotoxicity above about 50%; inactive = the rest. Hits appear at their usual frequency (roughly 3.5% active in at least one column).
SMILES,PMK inhibit,TNAP inhibition,HT1080 cytotoxicity,LYP phosphatase,KRASV12 cytotoxicity,DPM-DC inhibit,Spn MK inh,Bfl-1 inhibitors,HPDE-C7 cytotoxicity,others
Cc1ccc(OC(=O)c2cccc(C(=O)Oc3ccc(C)cn3)n2)nc1,0.0,-13.2%,1.8%,0.1%,-11.7%,i,0.0,-4.4%,-24.6%,
Cc1oc(-c2ccccc2F)nc1CS(=O)(=O)CC(=O)N1CCOCC1,1.0,11.5%,0.1%,14.4%,1.5%,i,5.0,2.3%,1.7%,
COC(=O)CSc1nnc(-c2ccco2)n1-c1ccc(C)cc1,3.0,4.1%,-1.7%,nt,1.7%,i,13.0,-3.0%,2.1%,
COc1ccc(C(=O)C(OC(=O)CNC(=O)c2ccco2)c2ccccc2)cc1 (configuration not stated),7.0,5.1%,1.9%,-0.3%,-19.6%,i,8.0,-1.5%,-29.5%,
COc1ccc(Cl)cc1NC(=O)C1CC(=O)N(c2ccc(F)cc2)C1 (configuration not stated),1.0,10.9%,-5.2%,10.9%,9.9%,i,9.0,-4.6%,8.5%,
COc1cccc(-c2nnc(NC(=O)C3CCCCC3)o2)c1,0.0,14.7%,0.8%,10.1%,-0.8%,i,5.0,-2.7%,2.5%,
O=C(NCc1ccc(Cl)cc1)c1cc2c(nc3sccn32)s1,15.0,12.0%,-0.4%,3.5%,11.4%,i,7.0,-7.6%,7.9%,
CCn1c(CNC(=O)c2ccc(OC)cc2)nnc1SC,4.0,1.5%,nt,-1.5%,2.8%,i,0.0,-2.9%,4.7%,
CCCOc1ccc(Cc2nc(N)nc(N)n2)cc1,6.0,10.9%,10.1%,nt,nt,i,7.0,2.2%,nt,
ONC=Nc1cccc2nonc12,1.0,12.6%,-0.2%,-8.7%,-15.4%,i,10.0,-0.1%,0.7%,
COCCn1c(CN2CCN(c3ccccc3)CC2)nc2c1c(=O)n(C)c(=O)n2C,1.0,nt,-2.1%,-9.5%,nt,i,7.0,nt,nt,
COc1ccc(CNC(=O)Nc2cccs2)cc1OC,13.0,2.4%,-0.9%,nt,-5.4%,i,2.0,-4.1%,-17.1%,
CCOC(=O)N1CCN(C(=O)CSc2ccc(Cl)cc2)CC1,0.0,2.3%,-2.0%,1.7%,-8.2%,i,0.0,0.2%,3.1%,
Cc1cc(NC(=O)CCCC(=O)Nc2ccc(F)cc2)no1,9.0,11.6%,-1.1%,7.9%,-25.9%,i,0.0,7.6%,-19.3%,PMK inhibit pilot replicates=3.5;Spn MK inh pilot replicates=3.0;DPM-DC inhibit pilot screen %=2.5
Cc1cc(=O)n2c3c(cccc13)CCC2,8.0,13.1%,13.6%,nt,-2.2%,i,4.0,-5.1%,-4.4%,
NC(=O)CN1CCN(C(=O)NC2CCCCC2)CC1,2.0,14.7%,-3.7%,-0.4%,-10.5%,i,1.0,2.3%,-26.0%,
Cn1cnnc1SC(C(=O)c1ccccc1)c1ccccc1 (configuration not stated),11.0,10.8%,-2.2%,10.1%,12.3%,i,0.0,-5.8%,3.6%,
CCOC(=O)Cc1csc(SCC(=O)N2CCN(c3ccc(OC)cc3)CC2)n1,7.0,2.0%,19.4%,5.2%,-7.3%,i,5.0,2.0%,-2.6%,
Cc1oc2cc3c(C(=O)N4CCN(C)CC4)c(C)oc3cc2c1C(=O)N1CCN(C)CC1,22.0,9.0%,3.0%,nt,-6.0%,i,9.0,-8.8%,-13.5%,
COC(=O)C(NC(C)=O)(Nc1ccc(Br)cn1)C(F)(F)F (configuration not stated),12.0,14.5%,-4.0%,-5.4%,2.3%,i,1.0,-2.7%,-7.0%,
CCCOc1c(OC)cccc1C1CC(=O)Nc2cc3c(cc21)OCO3 (configuration not stated),3.0,-1.6%,-2.6%,2.6%,9.6%,i,7.0,-3.9%,12.7%,
C=CCn1cc(C(=O)NCC2CCCO2)c(=O)c2cc(S(=O)(=O)N3CCCCCC3)ccc21 (configuration not stated),8.0,15.9%,11.3%,-10.1%,1.4%,i,6.0,-0.7%,7.3%,
O=[n+]1cc(-c2ccc(F)cc2)n([O-])c2c1CCC2,18.0,15.5%,1.1%,2.6%,-13.4%,i,0.0,-1.9%,-18.4%,PMK inhibit pilot replicates=1.5;Spn MK inh pilot replicates=3.0;DPM-DC inhibit pilot screen %=2.5
Cc1ccc(S(=O)(=O)Nc2ccc3ncccc3c2)cc1,0.0,11.5%,-0.1%,-5.8%,31.4%,i,nt,-6.7%,28.3%,
Cc1noc(C)c1C(=O)OCC(=O)c1cc(C)n(Cc2ccccc2Cl)c1C,17.0,7.2%,-5.6%,-19.7%,-1.1%,i,9.0,2.0%,-5.7%,

# The list goes on; the last 7 above are carried over.
SMILES,PMK inhibit,TNAP inhibition,HT1080 cytotoxicity,LYP phosphatase,KRASV12 cytotoxicity,DPM-DC inhibit,Spn MK inh,Bfl-1 inhibitors,HPDE-C7 cytotoxicity,others
Cc1oc2cc3c(C(=O)N4CCN(C)CC4)c(C)oc3cc2c1C(=O)N1CCN(C)CC1,22.0,9.0%,3.0%,nt,-6.0%,i,9.0,-8.8%,-13.5%,
COC(=O)C(NC(C)=O)(Nc1ccc(Br)cn1)C(F)(F)F (configuration not stated),12.0,14.5%,-4.0%,-5.4%,2.3%,i,1.0,-2.7%,-7.0%,
CCCOc1c(OC)cccc1C1CC(=O)Nc2cc3c(cc21)OCO3 (configuration not stated),3.0,-1.6%,-2.6%,2.6%,9.6%,i,7.0,-3.9%,12.7%,
C=CCn1cc(C(=O)NCC2CCCO2)c(=O)c2cc(S(=O)(=O)N3CCCCCC3)ccc21 (configuration not stated),8.0,15.9%,11.3%,-10.1%,1.4%,i,6.0,-0.7%,7.3%,
O=[n+]1cc(-c2ccc(F)cc2)n([O-])c2c1CCC2,18.0,15.5%,1.1%,2.6%,-13.4%,i,0.0,-1.9%,-18.4%,PMK inhibit pilot replicates=1.5;Spn MK inh pilot replicates=3.0;DPM-DC inhibit pilot screen %=2.5
Cc1ccc(S(=O)(=O)Nc2ccc3ncccc3c2)cc1,0.0,11.5%,-0.1%,-5.8%,31.4%,i,nt,-6.7%,28.3%,
Cc1noc(C)c1C(=O)OCC(=O)c1cc(C)n(Cc2ccccc2Cl)c1C,17.0,7.2%,-5.6%,-19.7%,-1.1%,i,9.0,2.0%,-5.7%,
Cn1c(=O)c(NCCO)c2c3c(cccc31)C(=O)c1ccccc1-2,6.0,23.6%,14.1%,6.8%,-3.0%,i,1.0,182.4%,-8.4%,
C=CCn1c(N(C)C)nc2c1c(=O)[nH]c(=O)n2C,9.0,6.3%,-12.0%,6.2%,-2.8%,i,3.0,3.6%,-4.5%,
O=C(Nc1ccc(Cl)cc1)NC1CCCC1Cc1ccco1 (configuration not stated),8.0,12.3%,31.8%,nt,48.1%,i,9.0,-5.3%,55.0%*,
CC1(C)C/C(=C(/C#N)C(N)=O)CCO1,8.0,-1.3%,-0.1%,0.5%,14.3%,i,0.0,15.5%,-2.5%,
COc1ccc(NC(=O)Cc2nnc(SCC(=O)Nc3cc(C)ccc3OC)n2C)cc1,5.0,6.5%,0.2%,2.4%,4.7%,i,4.0,-1.6%,1.0%,
Cc1cc(NC(=O)CSc2nnc(COc3cccc(C)c3C)n2C)no1,11.0,6.0%,-0.2%,-3.9%,-13.1%,i,2.0,-4.3%,-11.5%,
Cc1ccc(NC(=O)Cn2nc(C)c3ccccc3c2=O)c(C)c1,10.0,2.8%,-8.3%,-2.3%,0.7%,i,12.0,6.5%,44.1%,
COc1cccc(/C=N/n2c(SC)nnc2-c2ccccc2)c1OC,0.0,4.7%,4.9%,4.8%,8.9%,nt,1.0,4.0%,6.4%,
CCOC(=O)c1ccccc1NC(=O)c1cccc2c1C(=O)N(C1CCN(C(=O)OCC)CC1)C2,0.0,7.2%,-7.0%,6.9%,5.2%,i,10.0,4.3%,-3.0%,
Cc1cc(N2CCOCC2)nc(SCC(=O)c2ccc(Cl)cc2)n1,17.0,0.3%,10.1%,15.3%,-4.2%,i,8.0,-3.9%,3.0%,
CCC(C)n1cnc2c(c1=O)c1nc3ccccc3nc1n2Cc1ccc2c(c1)OCO2 (configuration not stated),18.0,18.6%,-2.1%,18.9%,33.2%,i,0.0,-6.7%,26.8%,
CCNC(=O)NC(=O)COc1ccccc1C#N,14.0,7.9%,-1.7%,-2.7%,8.7%,i,9.0,-3.1%,-2.3%,
O=C(CSc1nc2ccccc2c(=O)[nH]1)N1CCCCCC1,0.0,4.7%,13.7%,-1.0%,-6.2%,i,10.0,-6.7%,-13.2%,
Cc1csc(=N)n1-c1ccc(Cl)cc1,9.0,20.1%,9.1%,-23.8%,-10.1%,i,7.0,-3.7%,-13.9%,
Cc1cc(NC(=O)c2cc(-c3cccs3)on2)no1,9.0,4.2%,-7.1%,11.2%,-4.5%,i,1.0,-0.8%,-7.6%,
COC(=O)c1cc(NC(=O)CSc2nc(C)cc(=O)[nH]2)cc(C(=O)OC)c1,9.0,2.8%,0.5%,3.9%,2.4%,i,9.0,6.3%,5.6%,
NC(=O)CCS(=O)(=O)c1ccccc1,1.0,6.5%,12.3%,9.5%,-3.0%,i,6.0,-2.2%,8.3%,
O=C(COC(=O)C1CCCN1S(=O)(=O)c1ccc(Cl)cc1)Nc1ccc2c(c1)OCO2 (configuration not stated),11.0,11.3%,nt,nt,-6.6%,i,2.0,-1.0%,-2.9%,
CSc1ccccc1NC(=O)c1noc2c1CCC2,6.0,9.7%,-5.5%,nt,-8.1%,i,8.0,3.4%,-8.2%,PMK inhibit pilot replicates=1.0;Spn MK inh pilot replicates=3.5;DPM-DC inhibit pilot screen %=1.5
Cc1nc2ccccc2c(=O)n1NC(=O)c1c(O)c2ccccc2n(C)c1=O,12.0,12.0%,9.1%,nt,-40.0%,i,4.0,-1.4%,-16.5%,
O=C(O)c1ccc(-c2ccccc2C(F)(F)F)o1,0.0,6.8%,-8.8%,-10.8%,5.8%,i,1.0,-2.9%,-2.3%,
NC(=O)CSc1nc(-c2ccccc2Cl)ns1,22.0,4.2%,9.9%,nt,-7.6%,i,4.0,-9.6%,-3.8%,
c1ccc(-c2[nH]ncc2-c2nc3ccccc3[nH]2)cc1,12.0,-3.7%,-3.0%,nt,-10.0%,i,0.0,-0.6%,-4.4%,
COc1ccc(N2CC(C(=O)Nc3ccc(S(=O)(=O)Nc4nc(C)cc(C)n4)cc3)CC2=O)cc1 (configuration not stated),10.0,0.4%,-7.5%,4.2%,4.1%,i,6.0,-0.5%,6.1%,
COc1ccc(N2CCN(CCNC(=O)C3CC(=O)N(C4CCCC4)C3)CC2)cc1 (configuration not stated),9.0,14.2%,5.9%,-4.4%,nt,i,0.0,-1.7%,nt,
O=S(=O)(NCc1ccc(Cl)cc1)c1cnc[nH]1,17.0,18.4%,9.4%,-7.9%,-29.0%,i,10.0,-4.0%,-20.9%,PMK inhibit pilot replicates=4.0;Spn MK inh pilot replicates=0.0;DPM-DC inhibit pilot screen %=0.5
Cc1cc(C(=O)Nc2sc3c(c2C#N)CCC(C)C3)cs1 (configuration not stated),8.0,8.9%,2.3%,-13.9%,nt,i,16.0,-7.8%,nt,
